Screening data deposited in PubChem BioAssay by National Center for Advancing Translational Sciences (NCATS).
GCN5L2 inh – qHTS Assay for Inhibitors of GCN5L2 | hit rate 0.21% among 390,000 | Potency, µM (top dose mostly 58.9 µM), inactives show top-dose activity change, negative = inhibition, usual class: inhibitors | AID 504327, 2011 | GCN5L2 HAT assay, ThioGlo1 CoA-SH fluorescence
Target sequence (Q92830 whole entry, looked up): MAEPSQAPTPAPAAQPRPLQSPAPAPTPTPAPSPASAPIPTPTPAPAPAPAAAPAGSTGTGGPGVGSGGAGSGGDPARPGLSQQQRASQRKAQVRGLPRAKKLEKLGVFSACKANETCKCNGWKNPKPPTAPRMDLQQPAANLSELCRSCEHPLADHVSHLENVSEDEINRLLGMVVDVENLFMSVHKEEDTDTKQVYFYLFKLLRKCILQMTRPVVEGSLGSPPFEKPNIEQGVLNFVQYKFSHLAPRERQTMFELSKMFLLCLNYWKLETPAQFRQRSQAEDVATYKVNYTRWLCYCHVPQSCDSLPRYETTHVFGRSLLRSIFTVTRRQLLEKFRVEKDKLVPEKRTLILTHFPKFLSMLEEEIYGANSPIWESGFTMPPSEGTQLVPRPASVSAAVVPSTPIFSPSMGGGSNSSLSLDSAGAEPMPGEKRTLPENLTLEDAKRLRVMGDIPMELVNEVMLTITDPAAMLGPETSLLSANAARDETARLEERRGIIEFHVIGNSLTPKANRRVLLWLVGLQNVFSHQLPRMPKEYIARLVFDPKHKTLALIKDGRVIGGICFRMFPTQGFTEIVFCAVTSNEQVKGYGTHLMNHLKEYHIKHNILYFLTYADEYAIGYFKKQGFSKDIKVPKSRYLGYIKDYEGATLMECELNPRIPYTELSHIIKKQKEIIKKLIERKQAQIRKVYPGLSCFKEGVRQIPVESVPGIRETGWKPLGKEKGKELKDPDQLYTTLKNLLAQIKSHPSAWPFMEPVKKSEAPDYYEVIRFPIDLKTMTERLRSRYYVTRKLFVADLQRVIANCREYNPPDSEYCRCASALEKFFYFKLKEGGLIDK
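Titration-based screen in which CoA formation is detected via maleimide probe ThioGlo1 (50uM) turning fluorescent on thiol reaction; substrates H3(1-25) 75uM and acetyl-CoA 70uM, GCN5L2 20nM, 20 min incubation at room temperature.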
DT40 TDP1 CPT – qHTS for Inhibitors of human tyrosyl-DNA phosphodiesterase 1 (TDP1): qHTS in cells in presence of CPT; Potency, µM (titrated, usually from 46.2 µM), for the others: at the top dose activity change, negative = growth inhibition, most hits filed as inhibitors; hit rate 12% among 420,000; chicken DT40 Tdp1-/-;hTDP1 cells + 20 nM CPT, ATP luminescence, 48 h; also: nearly all actives have a fitted effect of over 55% in size
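Chicken DT40 Tdp1-/- cells stably complemented with human TDP1 were seeded at 400 cells/well in medium containing 20 nM camptothecin, exposed to pin-transferred compounds, and grown at 37 °C for at least 48 hr. Viability was read as ATP luminescence.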
TDP1 cell noCPT – qHTS for Inhibitors of human tyrosyl-DNA phosphodiesterase 1 (TDP1): qHTS in cells in absence of CPT; DT40 Tdp1-/- hTDP1 cells, no CPT, ATP luminescence, 48 h; Potency, µM (doses to about 46.2 µM), without a hit: at the highest dose activity change, negative = growth inhibition, most hits filed as inhibitors; hit rate 15% among 420,000; AID 686978, 2013; also: nearly all actives have a fitted effect of over 55% in size
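Seeded 400 DT40-hTDP1 cells/well (vehicle DMSO, no 20 nM CPT); pinned compounds; ≥48 hr at 37 °C; CellTiter-Glo luminescence as viability measure.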
Numbers without * were called inactive; ? = inconclusive; · = not tested or not shown. Calls follow the shape of the dose curve; as a rule, active = well fitted curve in the direction sought with a large enough effect; inconclusive = small, poorly fitted or top-dose-only effect, or another doubt; inactive = no such curve, though single readings can be large; an effect the other way counts as inactive or inconclusive. % is scaled to controls: 0 for no effect and ±100 for the full control effect; potency is read from the fitted curve at half-maximal effect.

SMILES	GCN5L2 inh	DT40 TDP1 CPT	TDP1 cell noCPT
COC(=O)C1=C2SC(C)C(=O)N2C(N)=C(C#N)C1c1ccc(OC)c(OC)c1 (centres undefined)	-12%	-6%	-3%
Cc1cc(=O)[nH]c(Nc2cccc(F)c2)n1	1%	4%	?
Cc1ccc(OCCCCN2CCC(C)CC2)cc1	-18%	3%	-17%
O=C1c2ccccc2C(=O)N1CC(=O)N1c2ccccc2CCc2ccccc21	3%	-17%	?
O=S(Cc1ccc(Br)cc1)Cc1nnc(SCc2c(F)cccc2Cl)n1-c1ccccc1 (centres undefined)	-8%	15µM*	9.2µM*
Cc1ccc(-n2c(=O)c3c4c(sc3n(CC(=O)Nc3ccccc3C)c2=O)CCCCC4)cc1C	8%	10%	-3%
c1ccc2nc3c(nc2c1)CCCC3	-9%	-2%	1%
CCOC(=O)C1CCN(C(=O)COc2ccc(S(=O)(=O)N3CCCC3)cc2C)CC1	-17%	?	?
COc1ccc2nc(N3CCC(O)CC3)c(C#N)cc2c1	-20%	-9%	?
Cc1cc(SCC(=O)c2ccc(O)c(O)c2)n2nc(C)c(-c3ccccc3)c2n1	-4%	18µM*	15µM*
Cc1ccc(NC(=O)CN2CCN(c3ccccc3F)CC2)cc1F	-1%	?	-20%
COc1ccccc1N1CCN(C(=O)CN2C(=O)C3CCCCC3C2=O)CC1 (centres undefined)	-6%	-3%	-11%
Cc1ccc(C(=O)N2CCCC(C(F)(F)F)C2)cc1S(=O)(=O)N1CCCCC1 (centres undefined)	-11%	-20%	?
COc1ccccc1-n1c(SCC(=O)Nc2cccc(C(=O)O)c2)nnc1-c1ccccc1C	-5%	1%	-5%
Cn1c(NCc2ccccc2)nc2cc(-c3ccccc3)sc2c1=O	·	?	?
CC1CCN(C(=O)Cn2cc(C(F)(F)F)ccc2=O)c2ccccc2S1 (centres undefined)	-4%	?	?
CC(=O)c1c(C)[nH]c(C(=O)Nc2ccc(F)c(F)c2F)c1C	-7%	3%	-12%
Cc1csc(CNC(=O)c2cc(COc3c(C)cccc3C)on2)n1	-10%	?	-2%
Cc1nc(-c2ccc(Cl)cc2)sc1C1(C)CC(c2ccc(Cl)cc2)=NO1 (centres undefined)	·	?	?
Cc1ccc(OCCn2c(C3CC(=O)N(Cc4ccc(F)cc4)C3)nc3ccccc32)c(C)c1 (centres undefined)	-7%	26µM*	21µM*

Next part; it opens with the two that closed the last part.
SMILES	GCN5L2 inh	DT40 TDP1 CPT	TDP1 cell noCPT
Cc1nc(-c2ccc(Cl)cc2)sc1C1(C)CC(c2ccc(Cl)cc2)=NO1 (centres undefined)	·	?	?
Cc1ccc(OCCn2c(C3CC(=O)N(Cc4ccc(F)cc4)C3)nc3ccccc32)c(C)c1 (centres undefined)	-7%	26µM*	21µM*
Nc1nc(N)c2ncn(C3C=CC(CO)C3)c2n1 (centres undefined)	·	6.5µM*	9.2µM*
COc1ccc([C@@H]2[C@@H]3C(=O)N(C(C)(C)C)C(=O)[C@@H]3[C@]3(Cc4ccc(Cl)cc4)C(=O)N(c4ccc(Br)cc4)C(=O)N23)cc1	-6%	?	?
Cc1ccc(/C=C/c2nnc(-c3ccccc3)o2)cc1	-1%	-14%	-8%
O=C1COc2ccc(S(=O)(=O)CCC(=O)N3CCN(c4ccccc4)CC3)cc2N1	-4%	-12%	4%
O=C(CSc1nnnn1-c1ccccc1F)NNC(=O)c1ccco1	-2%	-1%	21%
CC(C)=CCN1CCN(Cc2ccc(C#CC(C)(C)O)cc2)CC1CCO (centres undefined)	-14%	?	-22%
O=C(Nc1ccc(Oc2ncnc3cc(Cl)ccc23)nc1)c1cccs1	2%	-17%	-28%
CC(C)(C)C(=O)Cn1ncc(Br)c(Br)c1=O	-6%	4.6µM*	1.8µM*
O=C(NN(Cc1ccccc1)Cc1ccccc1)c1ccccc1	·	-8%	?
O=c1c2cccnc2n(Cc2cccc(F)c2)c(=O)n1Cc1ccccc1Cl	-3%	15µM*	?
Cc1[nH]c(=O)c(C#N)c2c1CSC(C)(C)C2	4%	12%	-3%
Cc1cccc(C(=O)NCC(=O)OCC(=O)N(C)CC(=O)Nc2ccccc2Cl)c1	3%	-4%	-10%
Cc1ccc(Oc2nc3ccccc3n3cccc23)cc1	-2%	-2%	-23%
COc1cc(C2c3c(oc4ccc(C)cc4c3=O)C(=O)N2Cc2ccccc2)ccc1O (centres undefined)	-4%	0%	0%
O=C(Nc1cccc2nsnc12)C1CC(=O)N(c2ccccc2)C1 (centres undefined)	-15%	-7%	-26%
CC(Oc1ccc2c(-c3ccccc3)cc(=O)oc2c1)C(=O)N[C@H](Cc1c[nH]c2ccccc12)C(=O)O (some centres undefined)	-18%	-3%	4%
Cc1ccc(-c2csc(=Nc3cccnc3)n2CCCn2ccnc2)cc1C	0%	16µM*	12µM*
CC1CC(C)CN(c2oc(-c3ccc(OCc4ccc(Cl)cc4)cc3)nc2C#N)C1 (centres undefined)	·	?	-8%
CCn1c(NN)nc2sc3c(c2c1=O)CCC3	-6%	?	?
CCOCCn1c(CN2CCOCC2)nc2c1c(=O)[nH]c(=O)n2C	0%	3%	1%
CCOC(=O)C(=CN=C(N)Nc1nc2ccccc2o1)C(=O)OCC	-6%	-6%	-18%
CCOC(=O)C1CCN(C(=O)COC(=O)CSc2ccccc2C)CC1	-4%	8%	1%
Cc1cccc(C)c1-n1nnnc1C1c2ccccc2C(=O)N1C1CC1 (centres undefined)	·	8%	-3%
O=C(N/N=C/C=C/c1ccccc1)C(O)c1ccccc1 (centres undefined)	·	-15%	0%
COCCN(CCOC)S(=O)(=O)c1ccc(C(=O)Nc2nnc(C)o2)cc1	-3%	0%	-6%
O=C(N/N=C/C=C/c1ccc2c(c1)OCO2)c1ccc([N+](=O)[O-])cc1	-1%	-15%	-21%
CCCc1nnc(NC(=O)Cn2c(=O)sc3ccccc32)s1	0%	1%	-19%
CCOCCCNC(=S)N1C2CCC1CC(NC(=O)NC13CC4CC(CC(C4)C1)C3)C2 (centres undefined)	11%	?	-14%
COc1cccc(NC(=O)C(C)(C)C)c1	-24%	-4%	-9%
COc1ccc(C(C(=O)NC2CCCCC2)N(Cc2cccnc2)C(=O)c2snc(C(N)=O)c2N)cc1 (centres undefined)	-4%	-20%	-10%
COc1ccc(C)cc1S(=O)(=O)N1CCCC(N2CCOCC2)C1 (centres undefined)	2%	3%	8%
CC1CC(CC(C)C(=O)Nc2nncs2)C(=O)O1 (centres undefined)	-25%	15%	-5%
Cc1ccccc1OCC(=O)NN1C(=O)C2C3C=CC(O3)C2C1=O (centres undefined)	1%	6%	-2%
CCN(CC)C(=O)CSc1nc2ccsc2c(=O)n1Cc1ccccc1Cl	-10%	18µM*	23µM*
CC(=O)c1cccc(-c2ccnc3c2CC(C(=O)Nc2cccc(C(F)(F)F)c2)O3)c1 (centres undefined)	·	26µM*	13µM*
Cn1nc(C(C)(C)C)cc1NC(=O)Nc1cc(Cl)cc(Cl)c1	-14%	16µM*	?
C=CCN(CC(=O)Nc1cccnc1)S(=O)(=O)c1ccc(Cl)cc1	3%	-21%	-18%
COc1cc(-n2c(=O)c3ccccc3n(Cc3cccnc3)c2=O)cc(OC)c1OC	·	-2%	-17%
Cc1ccc(-c2nn(-c3ccccc3)cc2/C=N/O)cc1	-8%	21%	-13%
CCn1c(CC2C(=O)N(C)c3ccc(Br)cc32)nc2ccccc2c1=O (centres undefined)	1%	5.2µM*	1.5µM*
CCN(CC)S(=O)(=O)c1ccc2oc(C(=O)NCc3ccccc3OC)c(C)c2c1	-9%	7.3µM*	10µM*
COc1ccc(/C=N/NC(=O)Cc2cc(OC)c(OC)cc2[N+](=O)[O-])cc1	-7%	-7%	-9%
COCCNC(=O)CCCC(=O)NCCOC	0%	-2%	-6%
COC(=O)C1=C(C)N(C)C(=S)NC1c1ccccc1 (centres undefined)	4%	-25%	?
Cc1ccc(-c2nc3ccccn3c2Nc2c(C)cccc2C)o1	?	16µM*	18µM*
COC(=O)c1ccc(CSc2ccccc2NC(=S)Nc2cccc(C(F)(F)F)c2)o1	·	?	?
COc1cc([N+](=O)[O-])cc(/C=N/NC(=O)Cn2cncn2)c1O	1%	-9%	-8%
COc1ccc(N(C)C(=O)c2cc3c(s2)-c2ccccc2OC3)c(OC)c1	?	15µM*	9.2µM*
CC(C)CSc1ccccc1NC(=O)c1sc2nc(-c3ccncc3)ccc2c1N	-1%	5.8µM*	7.3µM*
O=C(COC(=O)[C@H](Cc1ccccc1)NC(=O)c1cccs1)Nc1c(Cl)cccc1Cl	-2%	-14%	-2%
COc1nc(N)c(S(=O)(=O)c2ccccc2)cc1C#N	-6%	-9%	-23%
CC1CCN(CC2CCN(C(=O)Nc3ccc(Br)cc3F)CC2)CC1	1%	-10%	-18%
COc1cc(C(=O)COC(=O)c2ccc3c(c2)OCCO3)cc(OC)c1OC	·	15µM*	?
COc1ccc(Cl)c(Cn2c(NCC(C)O)nc3c2c(=O)n(C)c(=O)n3C)c1 (centres undefined)	-9%	?	?
CNC(=O)C1CCN(S(=O)(=O)c2c(C)noc2/C=C/c2ccc(C)cc2)CC1	-19%	?	?
Cc1ccc(CNC(=O)c2cc(S(=O)(=O)N3CCCCC3)ccc2N2CCOCC2)cc1	-13%	?	18µM*
O=C(O)c1ccc(/C=N/NC(=S)NCCN2CCOCC2)cc1	0%	5%	-19%
C[C@H](NC(=O)c1nc[nH]c1C(=O)N1CCN(c2ccccc2)CC1)C(=O)OC(C)(C)C	0%	-4%	-15%
c1csc(Cc2nn3c(-c4ccncc4)nnc3s2)c1	-19%	?	-28%
O=C(Nc1ccc(N2CCN(C(=O)c3ccccc3)CC2)c(Cl)c1)c1ccco1	-11%	16µM*	13µM*
Next part.
SMILES	GCN5L2 inh	DT40 TDP1 CPT	TDP1 cell noCPT
CCc1cccc(NC(=O)C2CCC(CNS(=O)(=O)c3ccc(Br)s3)CC2)c1 (centres undefined)	-11%	?	?
O=C(COC(=O)c1cccnc1Cl)NC1CCCc2ccccc21 (centres undefined)	-1%	-4%	-16%
COc1ccc(-c2cn[nH]c2-c2ccc(OCC(=O)NN)cc2O)cc1	-1%	-19%	-22%
CC(C)Cc1nn2c(=O)cc(COC(=O)c3cccc(NS(C)(=O)=O)c3)nc2s1	6%	3%	-1%
O=[N+]([O-])c1cc(-c2nnc(C34CC5CC(CC(C5)C3)C4)o2)cc([N+](=O)[O-])c1	-8%	-4%	-24%
Cc1cc(C)cc(N2CC(c3nc(-c4cccc(Cl)c4)no3)CC2=O)c1 (centres undefined)	23%	?	-27%
Oc1ccc(N=Nc2ccc(Br)cc2)c(O)c1	-3%	26µM*	23µM*
CCC/C(O)=C1\C(=O)CC(C)(C)CC1=NCCO	-3%	9%	2%
COc1ccc2sc(C)cc(=O)c2c1	·	21%	-2%
O=C(CSc1nnc(Cc2ccccc2)o1)Nc1cccc(F)c1	-2%	-8%	-3%
COc1ccc(C(=O)N/N=C/C2CC=CCC2)cc1OC (centres undefined)	-1%	-4%	1%
COC(=O)c1ccc(C(=O)OC)c(NC(=O)COc2ccccc2OC)c1	-23%	-7%	4%
OCCn1c(-c2ccc(F)cc2)csc1=Nc1ccccc1	-3%	?	21µM*
CCn1c(NCCc2ccc(OC)c(OC)c2)nc2c1c(=O)n(C)c(=O)n2C	-4%	9.2µM*	7.3µM*
C=CCn1c(C)cc(C(=O)CSc2nnc3n(CCC)c(=O)c4ccccc4n23)c1C	·	21µM*	18µM*
Cc1cccc(Sc2nc(-c3ccccc3)ncc2C(=O)O)c1	-4%	-6%	?
Cc1ccc(OCC(=O)Nc2ccc3c(c2)sc(=O)n3C)cc1	-15%	0%	-26%

Results in GCN5L2 inh and TDP1 cell noCPT, for 3 of the compounds above:
mol | GCN5L2 inh | TDP1 cell noCPT
COc1ccc(C(=O)N/N=C/C2CC=CCC2)cc1OC (centres undefined) | -1% | 1%
Cc1cc(C)cc(N2CC(c3nc(-c4cccc(Cl)c4)no3)CC2=O)c1 (centres undefined) | 23% | -27%
CCc1cccc(NC(=O)C2CCC(CNS(=O)(=O)c3ccc(Br)s3)CC2)c1 (centres undefined) | -11% | ?

Compound profiles, as listed above.
`O=C1COc2ccc(S(=O)(=O)CCC(=O)N3CCN(c4ccccc4)CC3)cc2N1` as listed: GCN5L2 inh = -4%; DT40 TDP1 CPT = -12%; TDP1 cell noCPT = 4%
`CC1CC(C)CN(c2oc(-c3ccc(OCc4ccc(Cl)cc4)cc3)nc2C#N)C1` (centres undefined) as listed: GCN5L2 inh = ·; DT40 TDP1 CPT = ?; TDP1 cell noCPT = -8%
`O=C1c2ccccc2C(=O)N1CC(=O)N1c2ccccc2CCc2ccccc21` as listed: GCN5L2 inh = 3%; DT40 TDP1 CPT = -17%; TDP1 cell noCPT = ?

These rows are one share of the data, so the mix of outcomes need not match the whole.
